Screening data: PubChem, several laboratories
MEKK2wt PB1 HTS: raises or lowers MEK5 binding to wildtype human MEKK2 PB1 domain; bead flow cytometry, Alexa488-MEK5 binding to MEKK2 WT; actives lie on both sides; binding response (% of control), % at 10 µM; hit rate 1.1% among 290,000; Q9Y2U5; AID 1531; in the data active = binding response below about 67% or above about 130%
IMP-1 inh: inhibitors of Pseudomonas aeruginosa IMP-1 metallo-beta-lactamase; purified IMP-1, nitrocefin hydrolysis, epi-absorbance fluorescence; inhibition, % at 5.6 µM; hit rate 0.45% among 290,000;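 active = inhibition above the mean plus 3 SD of all compounds in the same screening run, cut at about 4.5% in these data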;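 note: 0% = IMP-1 with DMSO and 100% = DMSO wells lacking enzyme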
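System: purified IMP-1 / Input: IMP-1 dispensed at 0.2 nM / Medium: 50 mM HEPES pH 7.1, 50 µM ZnSO4, 0.05% Brij 35 / Timing: 15 min enzyme–compound preincubation, then 25 min nitrocefin reaction, 25 °C / Technique: plate fluorescence quenching by hydrolysis product, ex 480/em 530 nm / Repeats: singlicate testing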
NS3 helicase inh: HCV NS3 helicase inhibition; AID 1800; inhibition, % at 10.9 µM; NS3 helicase DNA unwinding, Cy5 molecular beacon fluorescence; hit rate 0.56% among 290,000;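 active = inhibition above the mean of all tested compounds plus 3 SD, set per campaign, cut at about 35% in these data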;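 note: 0% = DMSO wells and 100% = thioflavine S control wells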
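Assay system: hepatitis C virus NS3 helicase domain fragment enzyme. Also added: annealed dual-labelled DNA beacon duplex, ATP-started. Timing: 1 h reaction at 25 °C, ATP-initiated. Technique: Cy5 fluorescence at 0 and 60 min, beacon hairpin quenching. Evaluation: % inhibition of unwinding. Replication: one well per compound.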
M18AAP inhibitor: PfM18AAP enzyme inhibition; recombinant PfM18AAP, H-Glu-NHMec fluorogenic cleavage; inhibition, % at 7.35 µM; hit rate 1.2% among 290,000;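 active = inhibition above the campaign mean inhibition over all tested compounds plus 3 SD, cut at about 28% in these data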;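 note: 0% = plate median of test compound wells and 100% = 2 mM ZnCl2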
NALP1 inh: blocks the NALP1 inflammasome reconstituted in yeast; S. cerevisiae NALP1/ASC/caspase-1 growth, X-gal OD620, 72 h; inhibition, % at 10 µM; hit rate 0.61% among 280,000; in the data active = inhibition mostly above about 24%, no sharp cut-off; inactive = mostly below about 32%; note: some compounds called inactive have numbers as strong as hits
FID counter: fluorescent intercalator displacement, NS3 helicase counter-screen; DNA fluorescent intercalator displacement, fluorescence; inhibition, % at 7.9 µM; hit rate 0.17% among 290,000; AID 1845; in the data active = inhibition above about 37%;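 note: 0% = vehicle and 100% = reference compound; higher means more ethidium bromide displaced from hairpin DNA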
VIM-2 inhibitor: blocks Pseudomonas aeruginosa VIM-2 metallo-beta-lactamase; purified VIM-2, nitrocefin hydrolysis, epi-absorbance fluorescence; inhibition, % at 5.6 µM; hit rate 0.89% among 290,000;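 active = inhibition above the mean of all tested compounds plus 3 SD, cutoff set per screening run, cut at about 7.5% in these data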;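 note: red hydrolysis product quenches plate fluorescence so inhibitors raise well fluorescence; 0% = enzyme with DMSO and 100% = DMSO without enzyme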
UBC9 SUMO inh: inhibitors of human SUMOylation (UBC9); inhibition, % at 35 µM; hit rate 0.36% among 290,000; P63279; HTRF SUMOylation assay, SAE1/SAE2 + UBC9, in vitro; AID 2006; in the data active = inhibition above about 50%, passing the limit was not always enough; note: strong numbers were not always called active
Target sequence (P63279 whole entry, looked up): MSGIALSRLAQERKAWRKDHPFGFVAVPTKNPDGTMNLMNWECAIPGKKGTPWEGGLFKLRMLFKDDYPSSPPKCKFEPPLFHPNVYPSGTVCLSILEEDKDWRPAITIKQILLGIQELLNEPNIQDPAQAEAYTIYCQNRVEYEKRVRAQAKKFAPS
MEKK2mut PB1 HTS: signal of MEK5 binding to mutant human MEKK2 PB1 domain | bead flow cytometry, Alexa488-MEK5 binding to MEKK2 mutant | percent response, % at 10 µM | hit rate 0.35% among 290,000 | AID 1530; in the data active = percent response above about 24%, passing the limit was not always enough; note: inactives centre near 1; some results filed as inactive read as strong as hits; reference of the scale not given here
An asterisk follows results filed as active; . = no result given.

Short forms – A = MEKK2wt PB1 HTS; B = IMP-1 inh; C = NS3 helicase inh; D = M18AAP inhibitor; E = NALP1 inh; F = FID counter; G = VIM-2 inhibitor; H = UBC9 SUMO inh; I = MEKK2mut PB1 HTS
CC(C)[C@@H]1CC[C@@H](C)C[C@H]1OC(=O)C[n+]1cc(-c2ccc(Cl)cc2)n2c1CCCCC2
  A = 129	B = -4.1	C = -66	D = 0	E = 7	F = 20	G = -2.6	H = -6	I = 10

C=CCn1c2ccccc2c2n[nH]c(=S)nc21
  A = 108	B = -2.4	C = 4	D = 40*	E = 9	F = -4	G = 0.1	H = 10	I = 9

COc1ccc(Nc2cc(C(=O)NCCCN3CCOCC3)c3ccccc3n2)cc1OC
  A = 112	B = -0.1	C = -21	D = 10	E = 11	F = 32	G = -0.2	H = -2	I = 5

CCCCCn1c(-c2ccco2)nc2nc3ccccc3nc21
  A = .	B = -3.2	C = 16	D = 11	E = 39	F = -19	G = -3.3	H = 10	I = .

Cc1cccc(-c2nc3c(c(SCC(N)=O)n2)CCCC3)c1
  A = 93	B = -2.6	C = 10	D = -6	E = -73	F = -8	G = -0.9	H = 19	I = 2

CCOC(=O)NN1C(=O)c2ccccc2NC1c1ccc(OC)cc1OC (stereo not drawn)
  A = 98	B = 0.4	C = -3	D = 3	E = -4	F = -7	G = -2.2	H = 14	I = 1

CC(C)NC(=O)Cn1c(SCC(=O)NC2CCCC2)nc2ccccc21
  A = 100	B = -2.4	C = 1	D = -1	E = -18	F = -14	G = -1.0	H = 7	I = -2

Cc1ccc(C(C(=O)NC(C)(C)C)N(Cc2ccco2)C(=O)Cn2nnc(-c3cccs3)n2)cc1 (stereo not drawn)
  A = 89	B = -2.4	C = -4	D = -11	E = 5	F = -6	G = -2.6	H = 14	I = -4

CC(Cc1cccs1)NC(=O)Nc1ccccc1 (stereo not drawn)
  A = 98	B = -1.4	C = 0	D = -5	E = -23	F = -3	G = -1.9	H = -23	I = 3

COc1ccc(CCNC(=O)CCn2c(SCC#N)nc3ccccc3c2=O)cc1OC
  A = 89	B = -3.2	C = 0	D = -4	E = -10	F = -1	G = -2.3	H = 13	I = -8

CCCCCc1cc(=O)oc2c(C(CCN3CCCCC3)c3cc(OC)c(OC)c(OC)c3)c(OC)cc(OC)c12 (stereo not drawn)
  A = 147*	B = .	C = .	D = .	E = 3	F = .	G = .	H = 7	I = 13

Cn1c(SCC(=O)Nc2ccc(Cl)cc2)nnc1C1CC1
  A = 97	B = -2.9	C = 1	D = 0	E = 11	F = -11	G = -2.8	H = 7	I = -4

CCOC(=O)C(Cc1ccccc1)NC(=O)CCCC(=O)c1ccccc1 (stereo not drawn)
  A = 113	B = -3.3	C = 13	D = 1	E = 3	F = -31	G = -3.4	H = -6	I = 11

CCC(=O)Nc1ccc(/C=C(\C(C)=O)C(=O)c2ccccc2)cc1
  A = 90	B = -2.5	C = -8	D = 2	E = -4	F = -8	G = -1.6	H = 10	I = -3

C=CCn1c(SCC(=O)c2cc(C)n(CC3CCCO3)c2C)nnc1-c1ccccc1 (stereo not drawn)
  A = 99	B = -2.0	C = -1	D = 5	E = 7	F = -21	G = -1.0	H = 3	I = -1

Not a retest: four of the compounds above.
Short forms – A = MEKK2wt PB1 HTS; B = IMP-1 inh; C = NS3 helicase inh; D = M18AAP inhibitor; E = NALP1 inh; F = FID counter; G = VIM-2 inhibitor; H = UBC9 SUMO inh; I = MEKK2mut PB1 HTS
Cc1ccc(C(C(=O)NC(C)(C)C)N(Cc2ccco2)C(=O)Cn2nnc(-c3cccs3)n2)cc1 (stereo not drawn)
  A = 89	B = -2.4	C = -4	D = -11	E = 5	F = -6	G = -2.6	H = 14	I = -4

CC(Cc1cccs1)NC(=O)Nc1ccccc1 (stereo not drawn)
  A = 98	B = -1.4	C = 0	D = -5	E = -23	F = -3	G = -1.9	H = -23	I = 3

COc1ccc(CCNC(=O)CCn2c(SCC#N)nc3ccccc3c2=O)cc1OC
  A = 89	B = -3.2	C = 0	D = -4	E = -10	F = -1	G = -2.3	H = 13	I = -8

CCCCCc1cc(=O)oc2c(C(CCN3CCCCC3)c3cc(OC)c(OC)c(OC)c3)c(OC)cc(OC)c12 (stereo not drawn)
  A = 147*	B = .	C = .	D = .	E = 3	F = .	G = .	H = 7	I = 13

Next compounds follow:
Short forms – A = MEKK2wt PB1 HTS; B = IMP-1 inh; C = NS3 helicase inh; D = M18AAP inhibitor; E = NALP1 inh; F = FID counter; G = VIM-2 inhibitor; H = UBC9 SUMO inh; I = MEKK2mut PB1 HTS
CCN(CC)C(=O)c1ccc(S(=O)(=O)c2ccccc2)cc1
  A = 100	B = 0.6	C = 7	D = 2	E = 23	F = -7	G = -0.6	H = -13	I = -1

CC(=O)N1c2ccccc2CCc2ccc([N+](=O)[O-])cc21
  A = 84	B = 0.7	C = 20	D = 1	E = 9	F = -8	G = 1.4	H = 13	I = 5

Cc1nc(C(F)(F)F)c(C(=O)N=CN(C)C)s1
  A = 85	B = -1.2	C = -3	D = -2	E = -12	F = -1	G = -0.5	H = 4	I = -8

CN1CCN(CCC(=O)N2c3ccccc3Sc3ccc(Cl)cc32)CC1
  A = 104	B = -2.5	C = -11	D = 3	E = 4	F = 14	G = -3.3	H = 1	I = 3

O=c1[nH]c(-c2cccs2)nc2ccccc12
  A = 105	B = -3.2	C = 6	D = 1	E = 11	F = 1	G = -3.5	H = 20	I = 9

COc1ccc(Br)cc1/C=N/Nc1ccccn1
  A = 102	B = -1.7	C = -17	D = -7	E = -14	F = -7	G = -0.6	H = -3	I = 2

CC(C)n1c(=S)[nH]c2ccccc2c1=O
  A = 99	B = -2.3	C = 13	D = 5	E = 14	F = 2	G = -2.3	H = -9	I = 0

Cc1no[n+]([O-])c1COc1cccc(/C=C2\N=C(c3ccccc3)OC2=O)c1
  A = 96	B = -2.9	C = 26	D = -2	E = 36	F = -20	G = -2.8	H = -1	I = -1

CCOC(=O)C1=C(C)Nc2ccccc2N=C1N
  A = 98	B = -1.5	C = 13	D = -1	E = 3	F = 1	G = -2.1	H = 11	I = 0

CCOC(=O)c1c(C)[nH]c(C)c1S(=O)(=O)N(C)CC(=O)NCc1cccc(C)c1
  A = 104	B = -1.0	C = 2	D = -11	E = 7	F = -34	G = 1.6	H = 24	I = 3

COc1ccc(CCNC(=O)Cn2nc(C)c3c(C)n(-c4ccccc4)nc3c2=O)c(OC)c1
  A = 100	B = -4.2	C = -16	D = -3	E = -7	F = -41	G = -1.6	H = 11	I = 2

CC(C)(C)C(=O)N1CCN(CCN2C(=O)c3cccc4cccc(c34)C2=O)CC1
  A = 100	B = -0.7	C = -3	D = -4	E = 19	F = -11	G = 2.5	H = 4	I = 0

O=C(COC(=O)/C=C/c1ccc(Cl)cc1)NCCc1ccccc1
  A = 92	B = 3.4	C = 2	D = 16	E = 15	F = -10	G = 0.9	H = -11	I = -3

O=S(=O)(NCC1CCCO1)c1ccc(-c2ccc(Cl)cc2)cc1 (stereo not drawn)
  A = 97	B = -2.1	C = -3	D = 2	E = 6	F = -22	G = 0.1	H = 14	I = 0

CCc1ccc(NC(=O)/C(C#N)=C\c2ccc(OC)c(C(=O)O)c2)cc1
  A = 101	B = -3.4	C = 3	D = 4	E = -10	F = -1	G = -2.7	H = 8	I = 4

Structures above shown as hits in MEKK2wt PB1 HTS:
Structure | MEKK2wt PB1 HTS | IMP-1 inh | NS3 helicase inh | M18AAP inhibitor | NALP1 inh | VIM-2 inhibitor | UBC9 SUMO inh | MEKK2mut PB1 HTS
CCCCCc1cc(=O)oc2c(C(CCN3CCCCC3)c3cc(OC)c(OC)c(OC)c3)c(OC)cc(OC)c12 (stereo not drawn) | 147* | . | . | . | 3 | . | 7 | 13

Next records follow:
Short forms – A = MEKK2wt PB1 HTS; B = IMP-1 inh; C = NS3 helicase inh; D = M18AAP inhibitor; E = NALP1 inh; F = FID counter; G = VIM-2 inhibitor; H = UBC9 SUMO inh; I = MEKK2mut PB1 HTS
CCOC(=O)Cc1csc(NS(=O)(=O)c2cc(Cl)ccc2Cl)n1
  A = 95	B = -2.5	C = 19	D = 6	E = 14	F = -26	G = -0.8	H = 16	I = 0

O=C(Nc1ccc2oc(-c3cccnc3)nc2c1)c1ccc2c(c1)OCCO2
  A = 86	B = 2.0	C = -1	D = -3	E = 4	F = -8	G = 0.7	H = 24	I = -16

Clc1ccc(CN2CCCCCCC2)cc1Cl
  A = 113	B = 1.6	C = 1	D = -1	E = 34	F = 6	G = -1.4	H = 5	I = 8

O=C(NCc1ccco1)/C(=C/c1ccc([N+](=O)[O-])cc1)NC(=O)c1ccco1
  A = 103	B = -2.8	C = -3	D = 5	E = 4	F = -3	G = -3.3	H = 7	I = 4

O=C(COC(=O)c1ccco1)Nc1nc2c(F)c(F)c(F)cc2s1
  A = 102	B = -2.9	C = 20	D = 5	E = -4	F = -8	G = -2.6	H = 12	I = 3

Cc1ccc2c(CC(=O)NCCc3ccc(S(N)(=O)=O)cc3)coc2c1
  A = 98	B = -2.4	C = 6	D = -3	E = .	F = -6	G = 0.2	H = 24	I = 0

O=C(Cn1c(=O)[nH]c2ccccc2c1=O)Nc1cccnc1
  A = 100	B = -3.5	C = 10	D = -9	E = 15	F = -2	G = -2.2	H = 4	I = -1

CSCC[C@H](NC(=O)OC(C)(C)C)C(=O)N1CCC(C(=O)N[C@@H](C)C(=O)NC(C)c2ccccc2)CC1 (stereo partly drawn)
  A = 102	B = -0.7	C = -16	D = -1	E = -4	F = -43	G = -1.9	H = 0	I = 1

C=Cc1ccc(C(=O)N2CCCC(CCC(=O)N3CCN(c4ccccn4)CC3)C2)cc1 (stereo not drawn)
  A = 104	B = -0.7	C = 2	D = 2	E = 12	F = -32	G = 1.2	H = 9	I = 3

CCN(CC)S(=O)(=O)c1cccc(-c2nnc(C(=O)c3ccc(C(F)(F)F)cc3)o2)c1
  A = 99	B = -0.4	C = -5	D = -5	E = 0	F = -7	G = -1.5	H = 4	I = 0

CCCCOC(=O)c1ccc(NC(=O)C(CCS(C)(=O)=O)NC(C)=O)cc1 (stereo not drawn)
  A = 98	B = -3.3	C = -5	D = -2	E = -3	F = -8	G = -1.9	H = 19	I = -5

O=C(Nc1nccs1)C12CC3CC(C1)CC(C(=O)Nc1nccs1)(C3)C2
  A = 105	B = -3.0	C = -5	D = -1	E = -13	F = -12	G = -3.2	H = 2	I = 6

Cc1c([N+](=O)[O-])c(C(=O)NC2CCCC2)nn1C
  A = 98	B = -2.1	C = 0	D = 7	E = -8	F = 0	G = -0.8	H = 3	I = -1
